Assay outcomes deposited in PubChem by Sanford-Burnham Center for Chemical Genomics.
Jurkat NFkB inh: lowers PMA/ionomycin-induced NF-kB signal in Jurkat cells | PMA/ionomycin-induced NF-kB luciferase reporter, luminescence | inhibition, % at 4 µM | 330,000 compounds, 0.53% hits | AID 435003; in the data active = inhibition above about 50%
APJ ag: agonists of human APJ apelin receptor. P35414. CHO-K1 APJ PathHunter beta-arrestin, luminescence; 0% DMSO wells, 100% apelin. activation, % at 20 µM. 330,000 compounds, 0.11% hits. AID 2520;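 active = activation more than six SD over the plate average, tested at 20 µM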;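 note: 0% = DMSO alone and 100% = apelin-13 at 10 nM; some results filed as inactive read as strong as hits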
Target sequence (P35414 whole entry, looked up): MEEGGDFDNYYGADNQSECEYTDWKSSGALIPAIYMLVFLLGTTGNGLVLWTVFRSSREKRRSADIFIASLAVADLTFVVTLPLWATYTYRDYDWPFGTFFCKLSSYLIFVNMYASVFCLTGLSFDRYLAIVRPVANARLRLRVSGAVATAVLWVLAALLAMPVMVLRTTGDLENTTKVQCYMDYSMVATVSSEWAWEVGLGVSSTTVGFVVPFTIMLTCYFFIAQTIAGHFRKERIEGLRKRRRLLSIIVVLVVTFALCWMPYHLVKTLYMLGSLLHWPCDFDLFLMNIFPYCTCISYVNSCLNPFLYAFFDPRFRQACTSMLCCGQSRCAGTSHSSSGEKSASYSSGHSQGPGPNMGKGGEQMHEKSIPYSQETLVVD
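Test system: CHO-K1 APJ beta-arrestin complementation cell line. Amount: cell density 1000 per well. Controls: DMSO negative, 10 nM Apelin-13 positive. Signal: luminescent beta-gal fragment complementation, chemiluminescent substrate. Read-out basis: agonist-driven arrestin binding to APJ. Timing: compound stimulation 90 min at 25 °C, detection 60 min.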
UPR XBP1 act: activators of adaptive arm of unfolded protein response (XBP1) | CHO-XBP1 luciferase reporter, IRE1-XBP1 UPR activation, luminescence; percent of tunicamycin response, DMSO as zero | activation, % at 20 µM | 330,000 compounds, 0.33% hits | AID 463104;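 active = versus positive control, 20 µM dose yields 30% or more activation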;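 note: 100% = tunicamycin at 10 µg/mL and 0% = DMSO only wells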
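assay system = CHO-XBP1 luciferase reporter cells | amount = 1000 cells/well | buffer or medium = F12 plus 10% FBS | compound dosing = single point, 20 µM final compound, 1% DMSO | incubation = 16-18 h cell attachment at 37 °C, then 6 h compound exposure | detection = Steady-Glo luminescence read | controls = tunicamycin 10 µg/mL and vehicle-only wells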
697 NFkB inh: lowers PMA/ionomycin-induced NF-kB signal in 697 B cells | inhibition, % at 4 µM | AID 435022 | 330,000 compounds, 0.33% hits | 697 B-cell NF-kB luciferase reporter, 16 h; in the data active = inhibition above about 35%
APJ antag: APJ receptor antagonism; inhibition, % at 20 µM; P35414; CHO-K1 APJ beta-arrestin complementation, luminescence; 330,000 compounds, 0.32% hits; AID 2521;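 active = inhibition above about 40% at 20 µM, limit read from the data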;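 note: cells challenged with 10 nM apelin-13 agonist together with compound; plate controls were apelin-13 plus DMSO wells for no effect and DMSO wells lacking apelin-13 for full effect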
tim23-1 inh: growth inhibitors of tim23-1 mutant yeast. S. cerevisiae tim23-1 growth, BacTiter-Glo luminescence, 24 h. inhibition, % at 20 µM. 330,000 compounds, 1.3% hits. AID 463212;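 active = growth inhibition of the mutant yeast at or above 50%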;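 note: temperature-sensitive mutant grown at 25 °C; plate controls were DMSO-treated mutant yeast for no effect and medium wells lacking yeast for full effect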
Mdm2 MdmX PPI: disrupts the human Mdm2-MdmX interaction; SaOS-2 split-luciferase Mdm2/MdmX complementation, luminescence; inhibition, % at 8 µM; O15151+Q00987; 330,000 compounds, 3% hits; AID 485346;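 active = inhibition of at least 50% at 8 µM in the primary screen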
UPR CHOP act: activators of apoptotic arm of unfolded protein response (CHOP); activation, % at 10 µM; AID 449763; CHO-CHOP luciferase reporter, UPR activation, luminescence; percent of tunicamycin response over DMSO baseline; 330,000 compounds, 0.34% hits;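 active = at 10 µM dose, activation of 40% or more, normalized to positive control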;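 note: 100% = tunicamycin at 10 µg/mL and 0% = DMSO alone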
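Assay system: CHO cells with stable CHOP pathway luciferase reporter; Buffer or medium: F12 plus 10% serum; Times: 16-18 h cell attachment, then 6 h compound exposure, 37 °C; Signal: luciferase luminescence; Read-out basis: percent activation relative to tunicamycin control; Control set: tunicamycin high control, DMSO low control.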
* = called active by the depositor.

SMILES	Jurkat NFkB inh	APJ ag	UPR XBP1 act	697 NFkB inh	APJ antag	tim23-1 inh	Mdm2 MdmX PPI	UPR CHOP act
CCOc1ccccc1NC(=O)NC1(C(=O)N2CCOCC2)CCCCC1	0	-2	-2	-14	7	11	-19	-0.3
Cc1cc(C)c(C(N)=O)c(SCC(=O)c2ccc(Cl)cc2)n1	-9	-3	1	-12	5	15	22	-0.4
CCc1ccc(N2C(=O)c3ccc4c5c(ccc(c35)C2=O)CC4)cc1	-4	0	0	6	-6	2	2	4.5
Cc1cnc(C(=O)Nc2cc(S(=O)(=O)N3CCOCC3)ccc2N2CCN(C)CC2)cn1	-2	-1	1	-12	1	-6	28	1.7
Cc1cc(N2CCOCC2)nc(-c2ccc(Br)cc2)n1	-5	-2	0	-8	-21	25	4	-1.9
Cc1cc(C(=O)NNC(=O)Nc2ccccc2)no1	4	-3	-3	13	-14	1	17	1.4
O=C(NNc1cc(Cl)cc(Cl)c1)C1CCC1	8	-2	0	-8	-12	-1	-3	2.1
Cc1ccc(S(=O)(=O)N(C)C)cc1NS(=O)(=O)c1ccc(Cl)s1	6	2	3	1	3	5	2	0.0
CCCCN(C(=O)CN1C(=O)C2CCCCC2C1=O)c1c(N)n(Cc2ccccc2)c(=O)[nH]c1=O (configuration not stated)	1	8	0	2	-35	12	-34	-0.8
COc1cccc(NC(=O)CN(c2cccc(OC)c2)S(C)(=O)=O)c1	25	-3	-2	20	-1	8	12	-0.7
N#CCCN(C(=S)Nc1ccc(S(=O)(=O)N2CCOCC2)cc1)c1ccccc1F	-7	1	-1	-15	2	5	-10	-0.7
COc1ccc(-n2nc3c(c2NC(=O)CC(C)C)CS(=O)C3)cc1 (configuration not stated)	16	3	-5	-3	-50	-8	-7	-0.3
O=C(Nc1nc(NC(=O)c2ccco2)n(-c2ccccc2)n1)c1ccccc1	9	4	5	-24	5	-24	74*	-0.6
COc1ccc(/C=N/Nc2nnc(-c3ccccc3)c(=O)[nH]2)cc1	-12	0	49*	-9	-3	-7	76*	31
C=C(C)CN=C1SC(C(=O)Nc2sc3c(c2C(=O)OC)CCC3)C(N)=C1C(N)=O (configuration not stated)	-10	-3	3	-37	10	22	0	8.4
O=c1c(-c2ccc(F)cc2)coc2c3c(ccc12)OCCO3	-98	4	1	-144	-7	8	-27	1.2
Cc1ccc(CCNS(=O)(=O)c2ccc3c(c2)NC(=O)CCS3)cc1	-11	-5	-7	2	-29	-4	18	0.2
C=C(C)CSc1[nH]c(=O)cc(C)c1C#N	0	-3	-3	2	-4	-9	10	-0.6
CC(Sc1cccc2cccc(C(=O)O)c12)C(=O)O (configuration not stated)	-9	-1	2	-3	12	15	25	2.3
O=C(O)c1ccc(NC(=S)NC(=O)c2cccnc2)cc1	0	-2	-6	5	15	-9	12	-0.3
O=C(COC(=O)CCCc1c[nH]c2ccccc12)Nc1ccc2c(c1)OCO2	4	8	-1	23	6	31	-6	-0.6
Cc1sc2nc(SCC(=O)Nc3c(C)n(C)n(-c4ccccc4)c3=O)n(C)c(=O)c2c1C	-8	-5	-2	4	9	14	9	0.4
C#CCOCCOCCOCCNc1nc(N2CCN(C(=O)[C@H](CCCCN)n3cc(C(N)[C@H](C)CC)nn3)CC2)nc(N2CCN(C(=O)[C@H](CCC(=O)O)n3cc(C(N)[C@H](C)CC)nn3)CC2)n1 (some centres not stated)	20	-1	0	18	2	18	-9	2.5
Cc1cc(S(=O)(=O)NCC(C)C)ccc1OCC(=O)NCc1ccccn1	16	3	0	10	-14	4	-8	0.5
Cc1ccccc1OCCNC(=O)c1ccccc1Sc1ccccc1C#N	-17	3	-3	-29	-43	28	-6	-1.9
Other records
SMILES	Jurkat NFkB inh	APJ ag	UPR XBP1 act	697 NFkB inh	APJ antag	tim23-1 inh	Mdm2 MdmX PPI	UPR CHOP act
Cc1nn(CCC(N)=S)c2nc(-c3cccs3)cc(C(F)(F)F)c12	-19	-7	4	-10	31	32	-7	-0.3
O=C(c1ccc(-n2c(SCc3cccc(F)c3)nc3ccccc3c2=O)cc1)N1CCOCC1	15	-2	2	-24	5	13	1	1.4
CC1CN(C(=O)c2cccc(S(=O)(=O)Nc3ccccc3Cl)c2)CC(C)O1 (configuration not stated)	12	-4	-4	1	10	18	-22	4.3
Cc1cc(NC(=O)C2CC=CCC2C(=O)O)ccc1NC(=O)c1ccccc1 (configuration not stated)	-11	-1	-3	3	-46	-13	5	-1.6
O=[N+]([O-])c1cc(S(=O)(=O)C(F)(F)F)ccc1Sc1nc2ccccc2[nH]1	-34	13	-9	-33	-38	68*	57*	43*
CNC(=O)NC(=O)COc1ccc2oc3c(c2c1)CCCC3	-2	0	5	7	5	8	21	6.1
CCOC(=O)c1[nH]c2ccccc2c1NC(=O)c1ccco1	-7	-28	2	-43	14	23	21	-0.4
O=C(CN1C(=O)NC(c2ccc(F)cc2)C1=O)Nc1ccc2c(c1)OCCO2 (configuration not stated)	3	-1	2	12	-5	6	-1	0.9
O=C(NCCCCNC(=O)c1ccc(F)cc1)c1ccc(F)cc1	6	-3	-4	-8	3	-12	-25	-0.1
COc1ccc(/C=N/NC(=O)c2ccc(N3CCCC3=O)cc2)cc1	13	-2	-6	-15	14	15	18	0.0
COc1ccc(-c2c(C#Cc3ccsc3)c3cc(-c4ccc(C(N)=O)cc4)ccc3n2C)cc1	1	-2	2	-7	-4	0	-2	1.0
CCOc1cc(/C=N/NC(=O)C(=O)N2CCCC2)ccc1O	-8	-3	-2	12	-7	4	-3	-1.2
Cc1c(C(=O)Nc2ccccc2)oc2c1C(=O)CC(C)(C)C2	-16	-4	2	19	29	23	-34	0.2
CC(=O)C[C@H](O)CC(=O)[C@H]1OC(=O)CCCCC/C=C/Cc2ccccc21	-14	-2	0	-6	-4	24	0	1.0
CCCCC(=O)Nc1cc(-c2nc3ncccc3o2)ccc1C	4	0	-3	3	0	4	16	-1.6
CC(CNC(=O)CCc1ccccc1)NC(=O)CCc1ccccc1 (configuration not stated)	10	-1	-1	-1	0	11	18	0.2
CS(=O)(=O)Nc1ccccc1C(=O)NCCSc1ccccc1	-17	4	0	-38	-7	8	-16	0.1
Cc1ccc2cc(CN(CC3CCCO3)C(=O)Nc3ccccc3F)c3nnnn3c2c1 (configuration not stated)	-22	-3	-2	-13	10	-2	17	4.3
Cc1cc(C)nc(Nc2cccc(C(F)(F)F)c2)n1	0	1	-1	-4	10	23	17	-1.8
N#CC1=C(N)Oc2n[nH]c(-c3cccs3)c2C1C1C=CCCC1 (configuration not stated)	5	-3	-3	-4	11	3	5	-1.2
CCOC(=O)C[N+](CC)(CC)CC#Cc1ccccc1	8	1	1	-16	19	-3	-3	2.6
NC(=O)CC(NC(=O)Cc1cccc2ccccc12)c1ccc(NCCN2CCCCC2)c([N+](=O)[O-])c1 (configuration not stated)	-5	4	0	19	13	2	9	0.5
O=C(NCCCN1CCCC1=O)c1cccc(N2CCCC2=O)c1	-8	-1	-2	-24	0	10	4	-1.7
COc1cccc(NC(=O)CN(C)C(=O)/C=C/c2cn(-c3ccccc3)nc2-c2cccs2)c1	-5	3	-3	-3	-3	-2	32	0.6
Cc1ccc(-c2csc3ncnc(N4CCc5ccccc5C4)c23)cc1	2	0	1	-50	-14	32	24	2.6
Other structures.
SMILES	Jurkat NFkB inh	APJ ag	UPR XBP1 act	697 NFkB inh	APJ antag	tim23-1 inh	Mdm2 MdmX PPI	UPR CHOP act
Cc1cc(C)nc(N/C(=N\S(=O)(=O)Cc2ccccc2)Nc2ccccc2Br)n1	6	-5	0	-53	-13	25	52*	6.2
CN1CCC(=NNc2ccc(S(=O)(=O)N3CCOCC3)cc2[N+](=O)[O-])CC1	-7	-1	-2	-2	-9	8	14	-1.5
COc1ccccc1CNC(=O)COC(=O)c1cc([N+](=O)[O-])ccc1N1CCOCC1	0	-9	-1	11	-4	7	6	-0.4
S=C(Nc1ccc(Cl)cc1)N1CCCC1	-26	-2	1	-32	-5	-2	15	0.7
COC(=O)C1=C(C)NC(=S)NC1c1ccc(-c2cccc(Cl)c2)o1 (configuration not stated)	3	-2	-2	11	11	52*	15	2.9
O=C(c1ccco1)N1CCN(c2nc(C(F)(F)F)nc3c2nnn3Cc2ccccc2)CC1	7	1	4	5	20	28	14	2.2
O=C(c1ccc(OC2CCN(C/C=C/c3ccc(F)cc3)CC2)cc1)N1CCCCC1	10	3	-3	12	12	-7	35	-2.0
COc1ccc(-n2nc3c(c2NC(=O)C2CCCC2)CS(=O)(=O)C3)cc1	-2	-4	-3	3	25	-4	-12	0.2
CC(C)Cn1c(SCC(=O)Nc2cccc(S(N)(=O)=O)c2)nc2ccccc2c1=O	3	-2	-2	-17	19	-30	7	0.5
C#CCOCCOCCOCCNc1nc(N2CCOCC2)nc(N2CCN(C(=O)[C@H](CCC(=O)O)n3cc(C(N)[C@H](C)CC)nn3)CC2)n1 (some centres not stated)	4	8	-2	-24	1	11	21	-0.2

By substructure, the entries above with fluorine (11)
SMILES	Jurkat NFkB inh	APJ ag	UPR XBP1 act	697 NFkB inh	APJ antag	tim23-1 inh	Mdm2 MdmX PPI	UPR CHOP act
N#CCCN(C(=S)Nc1ccc(S(=O)(=O)N2CCOCC2)cc1)c1ccccc1F	-7	1	-1	-15	2	5	-10	-0.7
O=c1c(-c2ccc(F)cc2)coc2c3c(ccc12)OCCO3	-98	4	1	-144	-7	8	-27	1.2
Cc1nn(CCC(N)=S)c2nc(-c3cccs3)cc(C(F)(F)F)c12	-19	-7	4	-10	31	32	-7	-0.3
O=C(c1ccc(-n2c(SCc3cccc(F)c3)nc3ccccc3c2=O)cc1)N1CCOCC1	15	-2	2	-24	5	13	1	1.4
O=[N+]([O-])c1cc(S(=O)(=O)C(F)(F)F)ccc1Sc1nc2ccccc2[nH]1	-34	13	-9	-33	-38	68*	57*	43*
O=C(CN1C(=O)NC(c2ccc(F)cc2)C1=O)Nc1ccc2c(c1)OCCO2 (configuration not stated)	3	-1	2	12	-5	6	-1	0.9
O=C(NCCCCNC(=O)c1ccc(F)cc1)c1ccc(F)cc1	6	-3	-4	-8	3	-12	-25	-0.1
Cc1ccc2cc(CN(CC3CCCO3)C(=O)Nc3ccccc3F)c3nnnn3c2c1 (configuration not stated)	-22	-3	-2	-13	10	-2	17	4.3
Cc1cc(C)nc(Nc2cccc(C(F)(F)F)c2)n1	0	1	-1	-4	10	23	17	-1.8
O=C(c1ccco1)N1CCN(c2nc(C(F)(F)F)nc3c2nnn3Cc2ccccc2)CC1	7	1	4	5	20	28	14	2.2
O=C(c1ccc(OC2CCN(C/C=C/c3ccc(F)cc3)CC2)cc1)N1CCCCC1	10	3	-3	12	12	-7	35	-2.0
